IL1B secr inh: inhibitors of inflammasome signaling (IL-1 beta secretion). THP-1 LPS/ATP IL-1B secretion, AlphaLISA, 16 h; hits give low values. activity change, % at 57.5 µM. 360,000 compounds, 4.7% hits. AID 743279; in the data active = activity change below about -50%; inconclusive = mostly about -30% to -49%; note: % is set by controls: 0 for no effect and ±100 for the full control effect
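Secreted IL-1B measured by AlphaLISA bead assay after 16 h compound exposure of THP-1 cells; compounds (final up to 57.5 uM) added 1 h before LPS (250 ng/mL) and ATP (1.25 mM) stimulation; lower signal means less secretion.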
MCF10A rerep: DNA re-replication induction in MCF 10a cells; AID 624296; 350,000 compounds, 2.9% hits; MCF 10A DNA re-replication, Hoechst nuclear intensity, 48 h; Potency, µM (titrated, usually from 46.1 µM), for inactives: top-dose activity, positive = re-replication, actives largely listed as activators; note: potency is the fitted concentration of half-maximal effect; % of control where 0% means no effect; nearly all actives have a fitted effect of over 50% in size
ATXN viability: viability counter-screen for ATXN expression inhibitors | S2 cells (HEK-293 line with an ATXN2-luciferase reporter) viability, CellTiter-Fluor protease fluorescence, 24 h | Potency, µM (top dose mostly 56.7 µM), hits mostly cytotoxic | 400,000 compounds, 0.49% hits; note: potency is the fitted concentration of half-maximal effect; nearly all actives have a fitted effect of over 40% in size
KB-3-1 tox: KB-3-1 parental cell cytotoxicity. 400,000 compounds, 1.4% hits. Potency, µM (titrated, usually from 46.1 µM), inactives show at the top dose activity change, negative = cytotoxic, most hits filed as cytotoxic. KB-3-1 viability, CellTiter-Glo ATP luminescence, 72 h; note: potency is the fitted concentration of half-maximal effect; % is set by controls: 0 for no effect and ±100 for the full control effect; nearly all actives have a fitted effect of over 60% in size
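KB-3-1 parental drug-naive adenocarcinoma cells in DMEM/10% FBS, incubated 72 h at 37 C with pin-transferred compounds across a concentration series. Viability by CellTiter-Glo luminescence; concentration-response curves fitted after normalization.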
HT1080-NT tox: kills 2HG-producing HT-1080-NT fibrosarcoma cells. HT-1080-NT fibrosarcoma viability, CellTiter-Glo ATP luminescence, 48 h. Potency, µM (series often up to 46.1 µM), inactives show at the top dose activity, negative = less viability, actives largely listed as cytotoxic. 360,000 compounds, 1.6% hits. AID 686970;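 note: NT is the 2HG producing partner of a matched IDH1 knockdown line; potency is the fitted concentration of half-maximal effect; 0% = DMSO-treated cells and -100% = media-only wells without cells; nearly all actives have a fitted effect of over 55% in size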
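Luminescent CellTiter-Glo readout after 48 hours of compound exposure at 37 degrees C defined viability of HT-1080-NT cells. Activity was normalized to DMSO wells and cell-free media wells; concentration-response curves were fitted and assigned curve classes.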
SW480 rerep: DNA re-replication induction in SW480 cells | AID 624297 | 340,000 compounds, 1.8% hits | SW480 DNA re-replication, Hoechst DNA content imaging, 48 h | Potency, µM (titrated, usually from 46.1 µM), for inactives: at the top dose re-replication activation, usual class: activators; note: potency is the fitted concentration of half-maximal effect; % of control where 0% means no effect; nearly all actives have a fitted effect of over 55% in size
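Readout is total intensity of Hoechst-stained nuclei, excited at 405 nm and collected at 500-530 nm. Compound treatment lasted 48 hr at 37 C in 5% CO2 before staining.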
HT1080 IDH1KD tx: kills HT-1080 cells with IDH1 knockdown; 360,000 compounds, 2% hits; Potency, µM (top dose mostly 46.1 µM), for the others: at the highest dose activity, negative = toxicity, most hits filed as cytotoxic; HT-1080 IDH1 knockdown viability, ATP luminescence, 48 h;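 note: potency is the fitted concentration of half-maximal effect; 0% = DMSO wells and -100% = cell-free medium wells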
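Assay cells: HT-1080 with IDH1 knockdown, 750 per well, RPMI/5% FBS. Exposure: 48 h at 37 °C following 2 h pre-incubation. Read: CellTiter-Glo luminescence; fitted concentration-response, curve class assigned.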
ATXN2 expr inh: ATXN2 expression inhibition | AID 1745845 | HEK-293 ATXN2-luciferase reporter, luminescence, 24 h | Potency, µM (top dose mostly 57 µM), for the others: at the highest dose activity change, negative = inhibition, actives largely listed as inhibitors | 360,000 compounds, 0.72% hits; note: potency is the fitted concentration of half-maximal effect; % is set by controls: 0 for no effect and ±100 for the full control effect; nearly all actives have a fitted effect of over 55% in size
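qHTS (up to 57 uM final) was run with 24 h compound exposure of reporter cells at 37 °C. Each well was multiplexed: SteadyGlo luminescence measured ATXN2-luciferase expression after a fluorogenic Gly-Phe-AFC viability readout (25 uM final).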
KB-V1 cytotox: KB-V1 MDR subline cytotoxicity; KB-V1 MDR cells viability, CellTiter-Glo, 72 h; Potency, µM (series often up to 46.1 µM), for the others: at the top dose activity change, negative = cytotoxicity, most hits filed as cytotoxic; 400,000 compounds, 3.4% hits; note: potency is the fitted concentration of half-maximal effect; % is set by controls: 0 for no effect and ±100 for the full control effect; nearly all actives have a fitted effect of over 60% in size
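Compound-treated KB-V1 multidrug-resistant cells, 72 h, 37 degrees C; viability by CellTiter-Glo. Fitted qHTS curves give the values.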
* hit, by the source's call; i = inactive; ? = inconclusive; . = not tested or not shown; [ ] = another dose, or the depositor's remark. Unless noted, calls come from the whole dose curve; as a rule, active = well fitted curve in the direction sought with a large enough effect; inconclusive = small, poorly fitted or top-dose-only effect, or another doubt; inactive = no such curve, though single readings can be large; an effect the other way counts as inactive or inconclusive.

SMILES | IL1B secr inh | MCF10A rerep | ATXN viability | KB-3-1 tox | HT1080-NT tox | SW480 rerep | HT1080 IDH1KD tx | ATXN2 expr inh | KB-V1 cytotox
COc1cc2c(cc1OC)CN(C(=O)CN1C(=O)NC3(CCC(C)CC3)C1=O)CC2 (stereo not given) | 17 | -10% | i | -9% | -1% | -4% | -7% | . | -1%
CCCOP(=O)(OCCC)C(Nc1ccc(C(=O)O)cc1)c1ccccc1 (stereo not given) | 0 | -20% | i | ? | 1% | 1% | -4% | -24% | -1%
COc1ccc(CNc2nc(C)cc(C)c2C#N)cc1 | -25 | -7% | . | 2% | -4% | -3%[9.22 µM] | 4% | -13% | -7%
NS(=O)(=O)c1ccc(N2N=C(c3ccc(Br)cc3)CC2c2ccc(F)cc2)cc1 (stereo not given) | -76* | 1.8µM* | . | ? | 6.5µM* | ? | 12µM* | ? | ?
CC1CCCN(c2ncnc3c2cnn3-c2ccc(F)cc2)C1 (stereo not given) | . | . | i | -7% | . | . | . | -36% | ?
N#Cc1ccc(C(=O)Nc2cc(-c3ccc(F)cc3)nn2-c2ccccc2)cc1 | -6 | 10% | i | -6% | -11% | -30%[9.22 µM] | 0% | -6% | -14%
O=C(Cn1cc([N+](=O)[O-])nc1[N+](=O)[O-])N1CCN(c2ccccc2)CC1 | ? | 4% | i | 26% | -21% | ? | 26µM* | -6% | 2%
C=CCN=C1N[C@@H](c2ccccc2)C(C(=O)OC)=C(C)N1CC | 12 | -37%[inhibitor] | i | 4% | -1% | -9%[9.22 µM] | 0% | 2% | 11%
CCSc1nnc(NC(=O)c2cccnc2Cl)s1 | -2 | 0% | i | -2% | -2% | -5% | 12% | 14% | 18%
O=C(NC(=S)Nc1cccnc1)c1ccccc1 | 1 | -5% | i | ? | 2% | -4% | 6% | 16% | -12%
Cc1ccc(NC(=O)CCC(=O)NNC(=O)COc2ccccc2)c(C)c1 | 0 | 5% | i | -16% | -6% | -3% | ? | -15% | 1%
COc1cc(OC)cc(-c2n[nH]c(=S)n2-c2ccc3c(c2)OCCO3)c1 | 53 | ? | i | -5% | 6% | 8% | -6% | -18% | -27%
Cc1cccc(OCC(=O)NNC(=O)c2cccs2)c1 | -13 | 6% | i | 0% | 8% | ? | 16% | -10% | 11%
Cn1c(=O)[nH]c(=O)c2c1nc(SCCO)n2CC(O)COc1ccccc1 (stereo not given) | 24 | -1% | i | 12% | 17% | 0% | 7% | 7% | 0%
CCOc1ccc(NC2C=CS(=O)(=O)C2)cc1 (stereo not given) | 1 | 2% | i | 0% | 2% | 3% | 2% | -17% | -14%
CC(=O)Nc1ccc(NC(=O)C(C)OC(=O)CCN=C2NS(=O)(=O)c3ccccc32)cc1 (stereo not given) | i | 0% | i | -3% | -2% | -31%[inhibitor] | 0% | 4% | 0%
COc1ccccc1OCC(=O)Nc1ccc2c(c1)OCCO2 | -7 | -38%[inhibitor] | i | -2% | 14% | 1% | 9% | 36%[activator] | -2%
CCCNc1c(NC(=O)c2ccc3c(c2)OCO3)c(=O)oc2ccccc12 | 27 | 6% | i | -4% | 4% | -6% | 7% | -2% | 1%
CCc1cccc(NC(=O)C2CCCN2S(=O)(=O)c2ccccc2C(F)(F)F)c1 (stereo not given) | 13 | 8% | ? | -6% | -2% | -7% | -1% | -9% | ?
Cc1cc(OCC(O)CN(C)C(=O)C(C)Oc2ccccc2)ccc1Cl (stereo not given) | 9 | 14% | ? | -14% | 0% | -4% | -2% | . | ?
CC1CCC(=C(C#N)C(=O)Nc2cccc(Cl)c2)CC1 (stereo not given) | -87* | ? | i | -5% | 0% | -18% | 4% | -7% | -19%
O=C(NCc1ccncc1)C1CCN(C(=O)c2cccc(Cl)c2)CC1 | -3 | -2% | i | -2% | 1% | ? | -2% | 13% | 20%
Nc1ccccc1Nc1cc(-c2cccc(Cl)c2)nn1-c1ccccc1 | ? | 0% | i | ? | -13% | ? | -6% | 39%[activator] | ?
CSCCC1NC(=O)N(CC(=O)Nc2ccc3c(c2)OCCO3)C1=O (stereo not given) | -11 | 2% | i | -1% | 1% | ? | -2% | 5% | 0%
O=C1CN(S(=O)(=O)c2ccccc2)CCN1 | -7 | 1% | i | 15% | 8% | -1% | 6% | 7% | 0%

Records listed above shown as hits in IL1B secr inh.
structure,IL1B secr inh,SW480 rerep
NS(=O)(=O)c1ccc(N2N=C(c3ccc(Br)cc3)CC2c2ccc(F)cc2)cc1 (stereo not given),-76*,?
CC1CCC(=C(C#N)C(=O)Nc2cccc(Cl)c2)CC1 (stereo not given),-87*,-18%

Three structures from above, arranged by length of the SMILES, falling:
SMILES | IL1B secr inh | MCF10A rerep | ATXN viability | KB-3-1 tox | HT1080-NT tox | SW480 rerep | HT1080 IDH1KD tx | ATXN2 expr inh | KB-V1 cytotox
CCc1cccc(NC(=O)C2CCCN2S(=O)(=O)c2ccccc2C(F)(F)F)c1 (stereo not given) | 13 | 8% | ? | -6% | -2% | -7% | -1% | -9% | ?
Cc1cccc(OCC(=O)NNC(=O)c2cccs2)c1 | -13 | 6% | i | 0% | 8% | ? | 16% | -10% | 11%
O=C(NC(=S)Nc1cccnc1)c1ccccc1 | 1 | -5% | i | ? | 2% | -4% | 6% | 16% | -12%

(cont.)
SMILES | IL1B secr inh | MCF10A rerep | ATXN viability | KB-3-1 tox | HT1080-NT tox | SW480 rerep | HT1080 IDH1KD tx | ATXN2 expr inh | KB-V1 cytotox
CCOC(=O)c1c(C)[nH]c(C(=O)COC(=O)c2ccc(F)c(S(=O)(=O)N3CCOCC3)c2)c1C | 15 | 22% | i | -20% | -12% | 0% | -17% | -12% | ?
Cc1occc1C(=O)NNC(=O)CN1C(=O)NC(C)(c2ccccc2)C1=O (stereo not given) | -8 | -2% | i | 0% | 6% | -5% | 12% | 5% | 0%
COc1ccc(C2=NN(CC(=O)NCC(OC)OC)C(=O)CC2)cc1 | 6 | 0% | i | 0% | 5% | 2% | 5% | . | 15%
CC1(C(=O)Nc2ccc3c(c2)OCO3)CCN1C(=O)Cc1cccs1 (stereo not given) | -7 | . | ? | -19% | -5% | . | -2% | 13% | 0%
Cc1cc(/C=C/C(=O)O)c(C)n1-c1ccc(Cl)cc1 | -4 | 9% | i | 0% | -12% | 0% | -9% | . | 4%
CCCN(CC1CCCO1)C(=O)CCc1nnc(CCc2ccc(OC)cc2)o1 (stereo not given) | 7 | 5% | i | 15% | 13% | -19% | 2% | 4% | 2%
O=c1[nH]cc(C(F)(F)F)cc1NS(=O)(=O)c1ccccc1[N+](=O)[O-] | 15 | 0% | i | 10% | 7% | -4% | 3% | -5% | 4%
O=C(Nc1nccs1)C1CC(=O)N(c2ccc(F)cc2)C1 (stereo not given) | -19 | 1% | i | -10% | -1% | 18% | -4% | 12% | -10%
CC(C)CC(=O)Nc1ccc(-c2nc3ccccc3c(=O)o2)cc1 | 18 | 4% | i | 0% | 6% | -2% | 1% | -4% | 2%
Cc1cccc(NC(=O)CCNC(=O)c2ccco2)c1 | -5 | -8% | i | 0% | -2% | ? | -5% | -25%[11.3 µM] | -7%
O=C1c2ccccc2C(=O)N1Cc1cccnc1 | -12 | -3% | i | ? | 20% | -10% | 13% | 0% | 14%
Cc1ccc(N(C(=O)c2snc(C(N)=O)c2N)C(C(=O)NCc2ccccc2)c2ccncc2)c(C)c1 (stereo not given) | -51* | ? | i | ? | -29% | ? | -21% | 19% | -6%
Cc1ccc(C(=O)NNC(=O)C2CCN(C(=O)OC(C)(C)C)CC2)cc1 | 8 | -2% | i | 2% | 1% | -12% | -8% | -17% | -15%
O=C(NCCN1CCCCC1)Nc1ccccc1Cl | -4 | -13% | i | 3% | -1% | -15% | 1% | 7% | 11%
CCN(c1ccccc1)S(=O)(=O)c1ccc(C(=O)N2CCOCC2)cc1 | 7 | -6% | i | 8% | 11% | -13% | 8% | 1% | 0%
NC1=NC[C@H](Cc2ccc(O)cc2)N1CCC12CC3CC(CC(C3)C1)C2 | ? | -9% | i | ? | -17% | -9% | -16% | -2% | 9%
O=C(Nc1ccc(C(=O)Nc2ccccc2Cl)cc1)c1cccnc1 | -1 | -1% | i | 27% | 8.2µM* | 1% | 5.8µM* | 0% | ?
COc1ccc(-n2c(=S)[nH]c3cc(C(=O)Nc4ccc(F)cc4)ccc3c2=O)c(OC)c1 | ? | 27% | i | ? | -12% | ? | -25% | -26% | -22%
Cc1onc(-c2c(F)cccc2Cl)c1C(=O)Nc1nnc(C(F)(F)F)s1 | ? | 6% | ? | -16% | ? | 3% | ? | ? | -16%
CCc1noc(C)c1C(=O)OCC(=O)NCCc1ccc(OC)cc1 | 6 | 3% | i | 6% | 2% | -3% | 15% | 2% | 6%
O=C1C(=O)N(Cc2cccc([N+](=O)[O-])c2)c2ccccc21 | -24 | ? | i | 4% | -20% | ? | ? | . | 6%

Taken from above.
`CC1(C(=O)Nc2ccc3c(c2)OCO3)CCN1C(=O)Cc1cccs1` (stereo not given) | HT1080-NT tox: -5%
`O=C(NCCN1CCCCC1)Nc1ccccc1Cl` | KB-3-1 tox: 3%
`O=C(Nc1nccs1)C1CC(=O)N(c2ccc(F)cc2)C1` (stereo not given) | MCF10A rerep: 1%
`COc1cc2c(cc1OC)CN(C(=O)CN1C(=O)NC3(CCC(C)CC3)C1=O)CC2` (stereo not given) | SW480 rerep: -4%

Compound activity: PubChem BioAssay, National Center for Advancing Translational Sciences (NCATS)
